CBFb-RUNX1 inh: qHTS Assay for Compounds Blocking the Interaction Between CBF-beta and RUNX1 for the Treatment of Acute Myeloid Leukemia; Potency, µM (highest dose often 59.8 µM), for inactives: top-dose activity, negative = inhibition, most hits filed as inhibitors; AlphaScreen CBFb-His/RUNX1-biotin binding, biochemical; AID 1477, 2009; Runt-related transcription factor 1 (Homo sapiens) + Core-binding factor subunit beta …; 230,000 tested, under 10 active; further: % of control where 0% means no effect
Target sequence (Q01196 whole entry, looked up): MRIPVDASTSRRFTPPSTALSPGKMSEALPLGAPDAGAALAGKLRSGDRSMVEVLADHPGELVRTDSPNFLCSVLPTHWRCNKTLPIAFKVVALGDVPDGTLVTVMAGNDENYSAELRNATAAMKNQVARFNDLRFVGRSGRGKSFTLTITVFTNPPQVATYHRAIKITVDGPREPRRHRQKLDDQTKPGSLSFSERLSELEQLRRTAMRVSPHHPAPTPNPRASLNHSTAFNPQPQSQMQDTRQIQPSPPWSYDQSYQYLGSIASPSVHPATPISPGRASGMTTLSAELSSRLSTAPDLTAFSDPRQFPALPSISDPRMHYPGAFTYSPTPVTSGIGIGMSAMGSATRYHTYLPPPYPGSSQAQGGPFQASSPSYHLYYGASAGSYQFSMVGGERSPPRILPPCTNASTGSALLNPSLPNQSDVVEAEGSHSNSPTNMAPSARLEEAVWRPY
Target sequence (Q13951 whole entry, looked up): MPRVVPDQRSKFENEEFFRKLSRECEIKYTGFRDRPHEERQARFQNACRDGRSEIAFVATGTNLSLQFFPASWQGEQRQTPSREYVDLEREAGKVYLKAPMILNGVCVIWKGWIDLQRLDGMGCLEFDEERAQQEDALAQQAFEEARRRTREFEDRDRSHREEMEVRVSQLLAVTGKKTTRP
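Room-temperature protein-protein interaction test with 30 nM each of His-tagged CBF-beta and biotinylated RUNX1, 15 min with compound, then 90 min with nickel plus streptavidin beads. Signal read in AlphaScreen mode.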
LMNA splice mod: qHTS Assay for Modulators of Lamin A Splicing; HeLa LMNA splicing GFP/RFP minigene ratio, 48 h; Potency, µM (top dose mostly 46.1 µM), for the others: at the top dose ratio change, negative = inhibition, actives largely listed as inhibitors; hit rate 0.01% among 200,000; AID 1487, 2009; active means well fitted inhibition curve with a large enough effect in the signal ratio, with a control signal flat, not every such curve was filed as active; inconclusive means small, poorly fitted or top-dose-only effect, or effect the other way, or a change in a side signal; the % refers to the signal ratio; further: potency means the concentration at half of the fitted maximal effect; on the % scale 0 is the no-effect control and ±100 the full control effect
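S3 HeLa cells stably expressing lamin A-EGFP splicing minigene plus DsRed2, 600 cells/well, 48 h compound exposure at 37C. Laser-scanning cytometry; analysed as GFP (500-530 nm)/RFP (575-640 nm) total intensity ratio; 0.5% DMSO vehicle.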
aGal spleen mod: qHTS Assay for Inhibitors and Activators of Human alpha-Galactosidase From Spleen Homogenate | AID 2107, 2009 | human spleen homogenate, 4MU-alpha-Gal fluorescence, 40 min | hit rate 0.008% among 240,000 | Potency, µM (doses to about 80 µM), for inactives: top-dose activity change, negative = inhibition, usual class: inhibitors;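 further: potency means the concentration at half of the fitted maximal effect; 0% = enzyme with vehicle and -100% = no enzyme basal signal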
Target sequence (P06280 32-429 limits assumed): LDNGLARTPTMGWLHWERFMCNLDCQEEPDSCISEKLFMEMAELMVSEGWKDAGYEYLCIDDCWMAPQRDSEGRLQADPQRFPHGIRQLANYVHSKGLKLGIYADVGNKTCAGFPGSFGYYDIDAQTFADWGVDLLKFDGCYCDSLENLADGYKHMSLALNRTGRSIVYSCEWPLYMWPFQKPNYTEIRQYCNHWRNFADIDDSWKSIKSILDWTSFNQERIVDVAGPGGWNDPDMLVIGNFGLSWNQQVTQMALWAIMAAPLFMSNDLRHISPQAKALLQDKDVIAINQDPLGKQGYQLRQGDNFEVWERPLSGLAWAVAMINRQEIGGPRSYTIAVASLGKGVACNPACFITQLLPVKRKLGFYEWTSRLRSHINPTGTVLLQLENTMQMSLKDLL
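Spleen homogenate 1 ug + cpd (titration) + 4-MU-alpha-D-galactopyranoside 1 mM; 37C 40 min; 50 mM citrate/phosphate pH 5.0, 0.01% Tween-20; stop pH 10; fluorescence 365/440; AC50 via Hill.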
IMPase Li cell: qHTS Assay for Identifying the Cell-Membrane Permeable IMPase Inhibitors: Potentiation with Lithium; CHO-M1 cells, IP1 TR-FRET (IP-One), carbachol + lithium; Potency, µM (series often up to 59.4 µM), inactives show at the top dose activity, negative = IMPase inhibition, most hits filed as inhibitors; hit rate 0.35% among 210,000; AID 1457, 2008;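 further: IP1 builds up when IMPase is blocked and the TR-FRET signal falls; potency means the concentration at half of the fitted maximal effect; plate controls were basal vehicle for no effect and high inhibitor control for full effect; nearly all actives have a fitted effect of over 50% in size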
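CHO cells stably expressing M1 receptor (2000/well, cultured 16–30 h) treated 30 min at 37C with compound plus low lithium. Cytosolic IP1 by TR-FRET (665/620 ratio and 620 channel) after 10 min lysis; AC50 by Hill fit.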
NPSR antag: qHTS Assay for Antagonists of the Neuropeptide S Receptor: cAMP Signal Transduction; CHO-NPSR cells, cAMP TR-FRET, antagonist mode; Potency, µM (titrated, usually from 38.3 µM), for the others: at the top dose activity change, negative = inhibition, hits mostly inhibitors; hit rate 1% among 220,000; further: potency means the concentration at half of the fitted maximal effect; on the % scale 0 is the no-effect control and ±100 the full control effect; nearly all actives have a fitted effect of over 50% in size; many of its hits are not listed in these tables
KinaseGlo FLuc: Counterscreen for Luciferase (Kinase-Glo TM) Inhibition. Luciferin 4-monooxygenase (Photuris pensylvanica), Q27757. Kinase-Glo luciferase, ATP luminescence, 8 min. Potency, µM (titrated, usually from 38.3 µM), for inactives: at the top dose activity change, negative = inhibition, usual class: inhibitors. hit rate 0.28% among 200,000. AID 1379, 2008; further: potency means the concentration at half of the fitted maximal effect; on the % scale 0 is the no-effect control and ±100 the full control effect; nearly all actives have a fitted effect of over 60% in size
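Compounds were added to a substrate mix at pH 7.2 (50 mM imidazole, 10 uM ATP, within the enzyme's linear range), followed by Kinase-Glo detection reagent; luminescence was measured after 8 minutes at ambient temperature.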
Epigenetic reg: Quantitative High-Throughput Screen for Regulators of Epigenetic Control; murine LDR cells, GFP reporter derepression, 30 h; Potency, µM (top dose mostly 53.9 µM), for inactives: top-dose GFP activation, hits mostly activators; hit rate 0.2% among 280,000; AID 1865, 2009; further: potency means the concentration at half of the fitted maximal effect; % of control where 0% means no effect; nearly all actives have a fitted effect of over 60% in size
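Reporter derepression read as number of fluorescent GFP-positive objects, 20-120 um in size, counted by laser-scanning cytometer. Mouse LDR line with an epigenetically silenced CMV-GFP locus; compound incubation 30 h, 37 C.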
An asterisk follows results filed as active; ? = inconclusive; . = no result given; [ ] = another dose, or the depositor's remark. Unless noted, the call rests on the fitted dose curve; in most records, active means well fitted curve in the direction sought with a large enough effect; inconclusive means small, poorly fitted or top-dose-only effect, or another doubt; inactive means no such curve, though single readings can be large; an effect the other way counts as inactive or inconclusive. A portion of the library; the hit share may differ from the screen's.

Each structure is followed by: KinaseGlo FLuc | aGal spleen mod | CBFb-RUNX1 inh | IMPase Li cell | Epigenetic reg | NPSR antag | LMNA splice mod
> O=C1C2CCCN2C(c2ccc(Cl)cc2)N1c1nccs1 (stereo not given)
 : 0% | 7% | -6% | 1% | -0.8% | -5%[46.1 µM] | 1%
> COc1cc2c(C(=O)O)c(C)n(CC(C)C)c2c2ccccc12
 : 2% | 0% | 4% | 0% | -0.9% | -25%[46.1 µM] | ?
> CSc1ncccc1C(=O)OCC(=O)N(C)C1CCS(=O)(=O)C1 (stereo not given)
 : -1% | -14% | -1% | 20%[38.3 µM] | 1.2% | -8%[46.1 µM] | -1%
> Cn1c(=O)c2c(SCc3c(F)cccc3Cl)nc(CC(C)(C)C)nc2n(C)c1=O
 : -3% | -2% | 7% | 24%[38.3 µM] | -0.1% | 10µM* | -10%
> CC1(C)CC[C@]2(C(=O)O)CC[C@]3(C)C(=CCC4[C@@]5(C)CC[C@H](O)C(C)(C)C5[C@H](O)C[C@]43C)C2C1 (stereo not given in full)
 : 0% | 15% | -14%[21.7 µM] | 15% | -2.4% | . | .
> CC(/C=C\c1ccccc1)=C/C(=O)O
 : . | -25% | -5% | . | -1.4% | 2% | .
> CCCC(=O)N/C(N)=N/c1nc2ccccc2o1
 : . | 2% | 3% | . | -1.4% | 1%[7.67 µM] | .
> Cc1cccc(C(=O)NC2CCN(CC(=O)Nc3ccc4c(c3)OCO4)CC2)c1
 : -1% | -9% | 5% | -2% | -0.4% | 6% | ?
> CCn1c(=O)c(C(=O)CN(C)Cc2ccc(F)cc2)c(N)n(Cc2ccccc2)c1=O
 : -2% | 5% | 4% | 13% | -0.8% | -8% | -10%[46 µM]
> O=c1nc(N2CCOCC2)ccn1-c1nc(-c2ccccc2)oc1-c1ccccc1
 : -1% | 5% | -8% | -4%[38.3 µM] | 0.5% | -9%[46.1 µM] | -1%
> Cc1nc(Cl)c2oc3ccccc3c2n1
 : 5% | -2% | 9% | 15%[38.3 µM] | 2.5% | -20%[46.1 µM] | -8%
> c1ccc(-c2ccccc2-c2nc(-c3ccncc3)no2)cc1
 : 3% | -2% | -1% | 50%[activator][38.3 µM] | -1.1% | -26%[46.1 µM] | -1%
> Cc1c(NC(=O)CN2C(=O)NC3(CCCC3)C2=O)c(=O)n(-c2ccccc2)n1C
 : -2% | -7% | 5% | 0% | 0.2% | 12% | 16%[46 µM]
> CC1CC(C)(C)NC(=S)N1CC(=O)N1CCN(Cc2ccccc2)CC1 (stereo not given)
 : -5% | 0% | 9% | 5% | 5.6% | 15% | -9%[9.22 µM]
> CN(C)S(=O)(=O)N1CCN(C(=O)N(c2ccccc2)c2ccccc2)CC1
 : -3% | -13% | 2% | -12%[38.3 µM] | -1.1% | -10%[46.1 µM] | 15%
> O=C(NCCc1ccc(Cl)cc1)c1cccnc1
 : -1% | 4% | 3% | 32%[38.3 µM] | 0.7% | 4%[46.1 µM] | -3%
> CCOC(=O)c1nnn(-c2nonc2N)c1C
 : -1% | -3% | -11% | 37%[38.3 µM] | 0.0% | -1%[46.1 µM] | -1%
> CC(=O)NC1=NN(C(C)=O)C2(S1)C(=O)N(CC(C)C)c1ccc(C)cc12 (stereo not given)
 : . | -3% | 2% | . | 2.5% | 9% | .
> CC(=O)OCC1=C(C(=O)O)N2C(=O)C(NC(=O)C(C)Cn3cc(Cl)cn3)C2SC1 (stereo not given)
 : 2% | 3% | 3% | 6% | 3.7% | 13% | .
> Cc1ccc(CNc2oc(C)nc2C#N)cc1
 : . | 7% | 7% | . | 1.0% | -7%[46.1 µM] | 7%
> CCS(=O)(=O)N1CCN(Cc2nc3ccccc3c(=O)[nH]2)CC1
 : -1% | 0% | 1% | -9%[38.3 µM] | 0.7% | ? | 1%
> Cc1cccc(NC(=S)N(CCCN2CCOCC2)Cc2ccccn2)c1
 : -1% | 0% | -1% | 8% | -1.0% | 12% | ?
> O=C(O)c1ccccc1-c1nc2ccccc2c(=O)n1O
 : -1% | 3% | -5% | -5% | 0.4% | 12% | 19%[46 µM]
> COc1ccccc1C(=O)N/C(=C\c1ccc(Br)cc1)C(=O)NCC(=O)O
 : -3% | 2% | 1% | -5% | 0.0% | 13% | -11%
> CC(C)Cn1c(=O)c2c(c3ccccc31)OC(C)C(=O)N2 (stereo not given)
 : 3% | 1% | 3% | -5% | -2.0% | 8%[46.1 µM] | -1%
> NC(=O)c1ccsc1NC(=O)CSc1nnc(C2CC2)n1Cc1ccccc1
 : . | 1% | 5% | . | 15% | -9%[46.1 µM] | -6%
> COc1ccc(/C=N/NC(=O)c2ccccc2)cc1OS(=O)(=O)c1ccccc1
 : -1% | 4% | 2% | 13% | 2.3% | -4% | ?
> CCN1CCc2nc(NC(=O)c3ccc4c(c3)OCCO4)sc2C1
 : -4% | -2% | -7% | -3%[38.3 µM] | -0.3% | 2%[46.1 µM] | 13%
> Cc1ccc2[nH]c3nc(SCCN4CCOCC4)nnc3c2c1
 : -4% | -9% | 4% | 16%[38.3 µM] | 0.0% | 0%[46.1 µM] | -8%
> COc1ccc(/C=C/C(=O)c2ccc(C)s2)cc1
 : -25% | -2% | 21%[21.7 µM] | 5% | 5.2% | . | .

A second format for part of the listing above.
canonical_smiles	KinaseGlo FLuc	aGal spleen mod	CBFb-RUNX1 inh	IMPase Li cell	Epigenetic reg	NPSR antag	LMNA splice mod
CCn1c(=O)c(C(=O)CN(C)Cc2ccc(F)cc2)c(N)n(Cc2ccccc2)c1=O	-2%	5%	4%	13%	-0.8%	-8%	-10%[46 µM]
O=c1nc(N2CCOCC2)ccn1-c1nc(-c2ccccc2)oc1-c1ccccc1	-1%	5%	-8%	-4%[38.3 µM]	0.5%	-9%[46.1 µM]	-1%

The listing continues.
Each structure is followed by: KinaseGlo FLuc | aGal spleen mod | CBFb-RUNX1 inh | IMPase Li cell | Epigenetic reg | NPSR antag | LMNA splice mod
> CCOc1ccccc1C(C(=O)NC1CCCC1)N(Cc1ccco1)C(=O)CNC(=O)c1ccco1 (stereo not given)
 : 0% | -16% | -5% | 14% | 1.0% | -21%[46.1 µM] | -15%
> CCCCCN1C2=NCCN2c2ccccc21
 : 2% | 5% | 9% | 4% | 4.0% | 1%[46.1 µM] | -20%
> COc1ccc(CCNC(=O)C2CC(c3ccccc3C(F)(F)F)=NO2)cc1 (stereo not given)
 : . | 0% | 5% | . | 0.9% | 11% | .
> Cc1nc(/C(=N/O)C(N)=O)cs1
 : . | 3% | 3% | . | 1.1% | -19% | .
> Cc1oc2ccc(OCc3ccc(Cl)cc3)cc2c1C(=O)O
 : . | 8% | 6% | . | -2.0% | -5% | .
> O=C(Nc1c[nH]c(=O)[nH]c1=O)c1ccc2c(c1)C(=O)N(c1cccc([N+](=O)[O-])c1)C2=O
 : . | 11% | 17% | . | -1.1% | 16% | .
> CCc1nc(NCC(C)C)c(C#N)c2c1COC(C)(C)C2
 : -3% | 1% | 2% | -1%[38.3 µM] | -1.2% | -4%[46.1 µM] | 9%
> Cc1onc(-c2c(Cl)cccc2Cl)c1C(=O)N1CCN(c2ccccc2)CC1
 : 0% | -3% | -2% | 13% | 1.1% | -38% | 10%[46 µM]
> C[N+]1(CC(=O)OCCCc2ccccc2)CCOCC1
 : -9% | 0% | -1% | -2%[38.3 µM] | 1.8% | 2%[46.1 µM] | 5%
> CCOc1cccc(-c2cc(C(=O)N3N=C(C)CC3(O)C(F)F)c3ccccc3n2)c1 (stereo not given)
 : 0% | -1% | -5% | 4% | -0.1% | ? | .
> O=C(CSc1cccc[n+]1[O-])NC(=O)c1ccc(OC(F)F)cc1
 : 2% | 13% | 5% | 5% | -4.1% | 3% | ?
> COc1ccccc1NC(=O)c1cc(Sc2nncn2C)nc2ccccc12
 : -1% | -8% | -6% | 20%[38.3 µM] | -0.1% | -8%[46.1 µM] | ?
> O=C(CSc1ncccn1)n1c2c(c3ccccc31)CCCC2
 : 2% | -6% | 5% | 11%[38.3 µM] | 0.0% | -28%[46.1 µM] | 5%
> COc1ccc(-c2cc(-c3nnc(COC(=O)c4ccc(O)cc4)o3)c3ccccc3n2)cc1OC
 : 5% | 7% | ? | -3% | 3.1% | -39% | -11%[46 µM]
> Cc1ccc(N(C(=O)Cn2nnc(-c3ccc(F)cc3)n2)C(C(=O)NC(C)(C)C)c2ccncc2)cc1 (stereo not given)
 : 0% | 0% | -2% | 9% | 4.3% | -56% | .
> CC(C)c1cc(C(=O)O)c2cnn(C(C)C)c2n1
 : . | 6% | 0% | . | -1.2% | 3% | .
> COC(=O)C1=C(O)/C(=C\c2cc(C)n(-c3ccc(F)cc3)c2C)N=C1C
 : -2% | ? | -2% | 18% | 1.6% | -32% | 9%[9.22 µM]
> CCOc1ccc(NC(=O)c2nn(C)cc2Br)cc1
 : . | 13% | 9% | . | -6.9% | -7%[46.1 µM] | -2%
> Cc1nnn(-c2nonc2N)c1C(=O)N/N=C/c1ccccc1O
 : 0% | 4% | 4% | 2% | -1.0% | 9% | ?
> COc1ccc(-c2cc(C#N)nc(N3CCN(C)CC3)n2)cc1
 : 11% | -1% | ? | -10% | 3.2% | 8% | -15%
> CCCOc1cccc(-c2nnc(N)s2)c1
 : -6% | 0% | 1% | ? | -2.0% | -12%[46.1 µM] | 5%
> CC1=C(C(=O)OC(C)C)C(c2cccs2)n2ncnc2N1 (stereo not given)
 : 0% | -3% | -6% | 6%[38.3 µM] | -1.7% | 8%[46.1 µM] | -2%
> CC1CCN(C(=O)COc2ccc(Nc3ccccc3)cc2)CC1
 : -2% | -1% | -3% | 17% | 1.1% | -30% | -19%[9.22 µM]
> Cc1ccc(-c2n[nH]c(=S)n2C)cc1
 : -3% | 3% | -3% | -15%[38.3 µM] | -1.0% | -5%[46.1 µM] | ?
> O=C(O)CCCNS(=O)(=O)Cc1ccccc1
 : 0% | -1% | 7% | -4% | -0.9% | 21% | 4%
> O=C(CSc1c(Cl)cccc1Cl)NC1CCCc2ccccc21 (stereo not given)
 : 4% | -1% | -10% | 15% | -1.0% | 3% | -4%
> Cc1cccc(N2CC(c3nc4ccccc4[nH]3)CC2=O)c1 (stereo not given)
 : 1% | -7% | -13% | 1% | -4.6% | 3% | 2%[46 µM]
> O=C(COC(=O)c1ccc(Cl)c(Cl)c1)Nc1cccnc1Cl
 : 4% | -3% | 10% | 5% | 0.1% | 8% | -8%

Source: PubChem
